Screening results: PubChem, Sanford-Burnham Center for Chemical Genomics
CCR6 antagonist: CCR6 receptor antagonists, primary screen, cell-based, CHO-K1, luminescence, beta-arrestin, uHTS; 340,000 compounds, 0.49% hits; AID 493098, 2011; inhibition, % at 20 µM; CHO-K1 CCR6 PathHunter beta-arrestin, CCL20-stimulated;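 active = compounds whose inhibition of the agonist-driven luminescence signal at 20 µM reaches about 50%, limit read from the data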;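 also: cells stimulated with CCL20 at 14 nM final; plate controls were DMSO with CCL20 for no effect and DMSO without agonist for full effect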
CXCR6 inh: CXCR6 receptor inhibitors, primary screen, cell-based, beta-arrestin, luminescence, CHO-K1 PathHunter, 1536-well; 360,000 compounds, 0.36% hits; C-X-C chemokine receptor type 6 (Homo sapiens), O00574; inhibition, % at 20 µM; in the data active = inhibition above about 34%, passing the limit was not always enough;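 also: antagonist mode with CXCL16 agonist at 10 nM final; 0% = 10 nM CXCL16 with DMSO and 100% = unstimulated wells without agonist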
Target sequence (O00574 whole entry, looked up): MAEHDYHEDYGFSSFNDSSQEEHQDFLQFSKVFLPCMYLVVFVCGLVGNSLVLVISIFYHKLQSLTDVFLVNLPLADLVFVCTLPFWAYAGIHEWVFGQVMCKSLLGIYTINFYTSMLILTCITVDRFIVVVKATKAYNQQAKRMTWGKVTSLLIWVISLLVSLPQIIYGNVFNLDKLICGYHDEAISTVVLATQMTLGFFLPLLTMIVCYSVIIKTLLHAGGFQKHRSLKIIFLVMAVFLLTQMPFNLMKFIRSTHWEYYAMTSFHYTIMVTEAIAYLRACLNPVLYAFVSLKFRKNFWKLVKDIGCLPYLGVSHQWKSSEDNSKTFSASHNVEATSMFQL
tim23-1 inh: growth inhibitors of tim23-1 mutant yeast, primary screen, luminescence, uHTS. S. cerevisiae tim23-1 growth, BacTiter-Glo luminescence, 24 h. inhibition, % at 20 µM. 330,000 compounds, 1.3% hits;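 active = growth inhibition of the mutant yeast at or above 50%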;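 also: temperature-sensitive mutant grown at 25 °C; plate controls were DMSO-treated mutant yeast for no effect and medium wells lacking yeast for full effect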
Mdm2 MdmX PPI: inhibitors of human Mdm2-MdmX association, primary screen, cell-based, luminescence, split luciferase, SaOS-2, uHTS. SaOS-2 split-luciferase Mdm2/MdmX complementation. inhibition, % at 8 µM. Protein Mdm4 (Homo sapiens) + E3 ubiquitin-protein ligase Mdm2 (Homo sapiens), …. 330,000 compounds, 3% hits. AID 485346, 2010;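 active = inhibition of at least 50% at 8 µM in the primary screen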
XBP1 UPR activ: activators of adaptive XBP1 UPR arm, primary screen, cell-based, CHO-XBP1 luciferase reporter, luminescence, uHTS; IRE1-XBP1 UPR activation; percent of tunicamycin response, DMSO as zero; activation, % at 20 µM; 330,000 compounds, 0.33% hits;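 active = versus positive control, 20 µM dose yields 30% or more activation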;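 also: 100% = tunicamycin at 10 µg/mL and 0% = DMSO only wells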
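assay system = CHO-XBP1 luciferase reporter cells | amount = 1000 cells/well | buffer or medium = F12 plus 10% FBS | compound dosing = single point, 20 µM final compound, 1% DMSO | incubation = 16-18 h cell attachment at 37 °C, then 6 h compound exposure | detection = Steady-Glo luminescence read | controls = tunicamycin 10 µg/mL and vehicle-only wells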
EBI2 block: EBI2 receptor antagonists, beta-arrestin recruitment, primary screen, cell-based, luminescence, 7a,25-OHC stimulation, uHTS. 7a,25-OHC stimulated. inhibition, % at 5 µM. 360,000 compounds, 0.81% hits; in the data active = inhibition above about 38%;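 also: enzyme fragment complementation signal reports receptor beta-arrestin coupling in cells; 0% = agonist plus DMSO wells and 100% = wells without agonist; some results beyond the cut were filed as inactive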
Target sequence (P32249 whole entry, looked up, the tested form may be a part): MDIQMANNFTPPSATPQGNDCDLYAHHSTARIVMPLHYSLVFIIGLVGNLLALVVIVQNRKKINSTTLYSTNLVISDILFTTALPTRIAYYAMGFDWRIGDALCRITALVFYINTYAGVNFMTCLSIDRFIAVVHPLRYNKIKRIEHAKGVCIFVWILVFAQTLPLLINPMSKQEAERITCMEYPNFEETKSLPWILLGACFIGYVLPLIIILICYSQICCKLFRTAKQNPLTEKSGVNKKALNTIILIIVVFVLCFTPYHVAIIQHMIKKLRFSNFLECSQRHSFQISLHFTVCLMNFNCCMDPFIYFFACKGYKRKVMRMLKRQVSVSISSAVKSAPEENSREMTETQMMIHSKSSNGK
APJ agonist: agonists of human apelin receptor APJ, primary screen, CHO-K1 cells, PathHunter beta-arrestin, luminescence; 0% DMSO wells, 100% apelin; activation, % at 20 µM; 330,000 compounds, 0.11% hits; P35414; AID 2520, 2010;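 active = activation more than six SD over the plate average, tested at 20 µM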;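 also: 0% = DMSO alone and 100% = apelin-13 at 10 nM; some results filed as inactive read as strong as hits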
Target sequence (P35414 whole entry, looked up): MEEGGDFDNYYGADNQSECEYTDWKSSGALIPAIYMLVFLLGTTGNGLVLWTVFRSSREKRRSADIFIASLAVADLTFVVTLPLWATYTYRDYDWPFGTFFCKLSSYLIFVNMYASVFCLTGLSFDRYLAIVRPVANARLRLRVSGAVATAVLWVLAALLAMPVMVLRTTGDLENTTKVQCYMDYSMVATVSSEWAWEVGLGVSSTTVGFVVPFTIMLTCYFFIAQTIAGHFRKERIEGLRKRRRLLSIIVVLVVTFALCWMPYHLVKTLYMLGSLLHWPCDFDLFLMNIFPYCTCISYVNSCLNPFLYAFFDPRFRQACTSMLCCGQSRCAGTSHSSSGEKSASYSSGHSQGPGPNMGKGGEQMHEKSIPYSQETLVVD
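Material: engineered CHO-K1 APJ arrestin reporter cells; amount: 1000 CHO-K1 reporter cells seeded per well; incubation: compound stimulation 90 min at 25 °C, detection 60 min; signal: luminescent beta-gal fragment complementation, chemiluminescent substrate; read-out basis: APJ agonist activity; controls: DMSO-only wells as negative, 10 nM Apelin-13 as positive control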
APJ antag: antagonists of human apelin receptor APJ, primary screen, CHO-K1 cells, beta-arrestin complementation, luminescence; P35414; 330,000 compounds, 0.32% hits; inhibition, % at 20 µM;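 active = inhibition above about 40% at 20 µM, limit read from the data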;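 also: cells challenged with 10 nM apelin-13 agonist together with compound; plate controls were apelin-13 plus DMSO wells for no effect and DMSO wells lacking apelin-13 for full effect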
CHOP UPR activ: activators of apoptotic CHOP UPR arm, primary screen, cell-based, CHO-CHOP luciferase reporter, luminescence, uHTS. UPR activation; percent of tunicamycin response over DMSO baseline. AID 449763, 2010. 330,000 compounds, 0.34% hits. activation, % at 10 µM;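 active = at 10 µM dose, activation of 40% or more, normalized to positive control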;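 also: 100% = tunicamycin at 10 µg/mL and 0% = DMSO alone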
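Assay system: CHO-CHOP cells, stable luciferase reporter of PERK-eIF2a-CHOP signalling / Buffer or medium: F12 plus 10% serum / Compound dosing: one dose, 10 µM in 0.5% DMSO / Times: 6 h compound treatment, 37 °C / Technique: luciferase luminescence / Read-out: % reporter activation, DMSO baseline versus tunicamycin full activation / Benchmarks: tunicamycin and DMSO controls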
* marks the source's active call; other numbers are inactive results; & = joins results of further samples.

Every second line gives: Mdm2 MdmX PPI	CXCR6 inh	APJ antag	XBP1 UPR activ	EBI2 block	CCR6 antagonist	CHOP UPR activ	APJ agonist	tim23-1 inh
1) Cc1cc(C(=O)N/N=C/c2c(C)nn(-c3ccccc3)c2Cl)n[nH]1
  18	-9	6	8	-18	-2	3.8	-3	18
2) O=C(CN1C(=O)c2ccc([N+](=O)[O-])cc2C1=O)NCc1ccco1
  24	4	-1	-5	-7	-11	-2.7	-3	-39
3) CCc1nc(SCC(=O)N2CC(=O)Nc3ccccc32)c2c(C)c(C)sc2n1
  39	-14	0	-3	7	-1	-1.8	-1	-6
4) NS(=O)(=O)c1ccc(CCNS(=O)(=O)c2cccs2)cc1
  -13	3	6	-3	-21	-1	1.9	0	-9
5) O=S(=O)(Nc1ccc(Cl)cc1)c1ccc(N2CCOCC2)c(NC(=S)NC2CC2)c1
  -18	6	17	-2	8	-7	1.3	-4	4
6) COc1ccc(N2Nc3n[nH]c(N)c3N2)cc1
  8	-2	7	2	-4	25	4.0	-2	-4
7) C=CCNc1oc(C2CCCC2)nc1C#N
  1	-2	0	-3	-14	11	0.8	-3	5
8) CCOc1ccccc1NC(=O)C(Sc1nnc2ccccn12)c1ccccc1 (stereo unspecified)
  16	2	6	-2	-5	12	0.5	-1	19
9) CCCCOc1cccc(-c2nnc(N)s2)c1
  17	-10	19	4	-11	-12	2.8	-4	52*
10) CCCN(CC(=O)Nc1ccc(F)c(F)c1F)C(=O)c1ccc(=O)n(Cc2ccccc2)n1
  30	13	-42	-3	0	15	-0.5	-4	10
11) CCC1(c2ccccc2)NC(=O)N(CC(=O)Nc2ccc(S(=O)(=O)N3CC(C)CC(C)C3)cc2)C1=O (stereo unspecified)
  18	-5	-69	-1	-16	-3	3.4	3	16
12) Cc1ccc2nc(CSc3nc(C)cc(C)c3C#N)[nH]c2c1
  -126	2	6	4	18	24	4.5	-5	15
13) CC(C)(C)c1ccc(-c2n[nH]c(=S)n2/N=C/c2ccncc2)cc1
  -15	-7	13	-2	8	20	-0.1	0	14
14) CCOC(=O)C1(Cc2cccc(OC)c2)CCN(Cc2cccc(OC)c2OC)CC1
  20	-5	-3	-2	3	9	-1.7	0	7
15) COc1c(N2CCN(C(=S)Nc3ccccc3F)C(C)C2)c(F)cc2c(=O)c(C(=O)O)cn(C3CC3)c12 (stereo unspecified)
  -14	-6	-3	-2	-8	0	-2.1	0	-5
16) COc1cc(C(C2C(=O)CC(C)(C)CC2=O)C2C(=O)CC(C)(C)CC2=O)cc(OC)c1OC
  7	-2	-16	-5	-20	-4	0.0	-1	18
17) CC(C)N(C1=N/C(=C\c2ccco2)C(=O)N1c1ccccc1)C(C)C
  14	4	3	0	-6	13	-3.5	-4	38
18) O=C(NCCS(=O)(=O)N1CCN(c2ccccc2F)CC1)c1ccc(Br)cc1
  16	-5	-4	-2	6	10	1.7	-10	3
19) OCc1cc(-c2ccccn2)no1
  -3	2	8	0	-3	12	-0.5	-4	-2
20) CC(C)NC(=O)NC(=O)COC(=O)c1c2c(nc3ccccc13)CCC2
  36	-1	-13	-6	-16	-25	2.7	2	12

Results in sequence from the list:
tim23-1 inh for entries 6–15: -4, 5, 19, 52*, 10, 16, 15, 14, 7, -5
CCR6 antagonist for entries 6–15: 25, 11, 12, -12, 15, -3, 24, 20, 9, 0
EBI2 block for entries 6–15: -4, -14, -5, -11, 0, -16, 18, 8, 3, -8

(continued)
Every second line gives: Mdm2 MdmX PPI	CXCR6 inh	APJ antag	XBP1 UPR activ	EBI2 block	CCR6 antagonist	CHOP UPR activ	APJ agonist	tim23-1 inh
21) CCOC(=O)c1cnc(-n2nc(C)cc2C)nc1N(CC)CC
  21	-9	-1	2	-6	-7	-2.4	-4	42
22) Cc1c(C(=O)N2CCOCC2)sc(NC(=O)Cc2ccccc2)c1C#N
  -23	0	-6	0	-15	-5	-0.5	-2	-2
23) COc1cc(/C=N/NC(=O)CCC(=O)Nc2ccc(C)cc2)ccc1O
  9	-2	16	-3	0	4	0.5	-1	10
24) O=C(NCC1CCCO1)c1onc(CSc2cccc3ccccc23)c1C(=O)O (stereo unspecified)
  20	6	-2	-3	4	11	1.2	5	18
25) O=C(NCc1cccs1)C1CCC(CNS(=O)(=O)c2ccccc2)CC1 (stereo unspecified)
  -1	4	10	4	3	12	-0.5	-4	-16
26) O=C(Nc1nc2c(F)cccc2s1)c1ccco1
  -113	-5	12	1	-7	6	3.6	-5	55*
27) Cc1ccc(CN2C(=O)CCC2C(=O)NCCN(CC(C)C)CC(C)C)cc1 (stereo unspecified)
  10	-4	-20	-1	-12	-1	-3.3	-5	13
28) COc1cccc(CNc2nc3nc(C)c(Cl)c(C)n3n2)c1
  -12	18	-3	7	-3	-6	0.8	-1	48
29) Cc1ccc(C)c(NC(=O)c2ccc(N(C)S(C)(=O)=O)cc2)c1
  -25	-10	-26	3	-2	0	0.6	-3	13
30) Cc1ccc(CN(C)C(=O)c2cccc(S(=O)(=O)N3CCc4ccccc4C3)c2)o1
  3	-6	-13	-2	0	9	-1.9	-3	31
31) COc1cc([N+](=O)[O-])ccc1NC(=O)C1CCCN(S(C)(=O)=O)C1 (stereo unspecified)
  10	-8	-35	-4	-6	-1	0.3	-3	14
32) Cc1ccc(S(=O)(=O)n2nccc2-c2c(-c3ccccc3)noc2C)cc1
  44	4	9	-2	5	14	-1.8	-5	18
33) O=C(Nc1ccccn1)C(NS(=O)(=O)c1cccc2nsnc12)c1ccccc1 (stereo unspecified)
  -29	-3	-8	0	7	0	-3.4	-3	16
34) Cc1ccccc1C(=O)Nc1ccc(N2CCN(C)CC2)nc1
  20	1	-7	6	7	5	-0.4	1	15
35) Cc1nn(C2CCS(=O)(=O)C2)c(C)c1CN(C)C(=O)c1ccc(S(=O)(=O)N(C)C)cc1 (stereo unspecified)
  10	-9	-5	-3	-6	3	0.6	-2	-1
36) Cc1cc(C)c(NC(=O)NC(=O)c2ccc(F)cc2)c(C)n1
  -22	-1	12	0	-2	4	-0.2	0	5
37) CCO[C@@H]1OC(C(=O)O)=C[C@H](C2CC2)[C@H]1CCCO
  16	-11	-13	1	-8	-3	1.1	-3	1
38) OC12CC3C[C@H](C1)C(N1CCOCC1)[C@@H](C3)C2 (stereo partly specified)
  7	5	-13	-6	-12	2	0.2	-3	4
39) CSc1ccc(S(=O)(=O)N2CCN(Cc3ccc4c(c3)OCO4)CC2)cc1
  -6	-3	-50	-3	-1	16	-0.4	-3	39
40) c1ccc(OCc2nc(-c3cccs3)no2)cc1
  -96	-1	-19	1	-4	-11	3.6	-4	9
41) COc1cc(Br)cc(/C=N/c2ncn[nH]2)c1O
  45	1	0	0	-13	8	-0.4	-4	72*
42) C=CCSc1nc(Oc2ccccc2)c2sccc2n1
  37	-2	1	1	-21	21	-1.1	0	26
43) CCOC(=O)N1CCC(NC(=O)CCc2c(C)nc3c(c(C)nn3C(C)(C)C)c2C)CC1
  17	2	-16	-2	1	6	-0.5	-3	26
44) COC(=O)c1ccc(N2C(=O)CC(Sc3n[nH]c(C)n3)C2=O)cc1 (stereo unspecified)
  3	1	20	-3	-10	1	0.0	1	12
45) Cc1nnc(SCC(=O)O)s1
  13	7	5	-1	1	-2	1.5	-1	-4
46) CCOC(=O)c1sc(NC(=O)c2cc3ccccc3o2)nc1C
  -179	-3	11	2	4	8	6.5	0	-1
47) CCOc1ccc2c(c1)n(CO)c(=S)n2CO
  12	2	8	-1	0	-11	-0.1	-1	-2
48) CCN(C(=O)Cn1cnc2c(nc3n2CCCCC3)c1=O)c1cccc(Cl)c1
  5	10	2	-4	-2	15	-1.2	11	6
49) O=C(CC(Sc1n[nH]c(-c2ccccc2)n1)c1ccccc1)NCc1ccccc1 (stereo unspecified)
  17	3	0	-3	20	5	2.6	1	1
50) Cc1ccc(CN(C(=O)c2ccc(Cl)c([N+](=O)[O-])c2)C2CCS(=O)(=O)C2)o1 (stereo unspecified)
  16	-4	2	-3	-1	-21	-1.3	2	11
51) Cc1csc(Sc2ccc([N+](=O)[O-])cc2C(=O)OCC(=O)NC(=O)NC(C)(C)C)n1
  10	-6	-6	-3	6	21	1.7	4	10
52) CCOc1ccc(NC(=O)CC2Nc3ccccc3NC2=O)cc1 (stereo unspecified)
  -11	5	-38	-4	4	3	1.7	-1	10
53) COc1ccc(/C=C(/NC(=O)c2ccccc2)C(=O)N/N=C/c2cccs2)cc1OC
  -12	-4	8	2	-7	8	-0.3	-4	7
54) O=S1(=O)N=C(N2CCCc3ccccc32)c2ccccc21
  23	6	-13	-2	-5	4	-1.2	2	7
55) Cc1noc(/C=C/c2nn(C)cc2Cl)c1[N+](=O)[O-]
  -11	-6	3	-3	4	5	7.7	0	27
56) O=C(CCn1c(=O)oc2ccccc21)Nc1ccccc1
  -7	-6	-5	0	-4	5	1.6	-2	0
57) Cc1ccc(SCC(=O)Nc2cccc(C)c2)cc1
  27	-7	7	1	1	18	2.4	-4	19
58) CCC(CC)c1nnc(NC(=O)c2nc3nc(C)cc(C)n3n2)s1
  -2	1	-27	1	-6	7	-2.4	0	19
59) CCOC(=O)c1nn(-c2ccc(F)cc2)c(-c2ccccc2)c1C(=O)c1ccccc1
  -7	-2	-7	-3	5	18	-2.3	0	18
60) Cc1ccnc(NC(=O)c2ccc3c(c2)S(=O)(=O)c2ccccc2C3=O)c1
  0	-6	-68	5	4	1	3.5	6	20
61) O=C(O)c1ccccc1-c1ccccc1C(=O)NCCc1ccccc1
  2	-9	-7	-5	-7	10	-1.2	-2	-2
62) Cc1oc2c(CN3CCOCC3)c(O)ccc2c(=O)c1-c1ccccc1
  15	0	-5	-2	1	8	-2.8	-3	-14
63) CCC(=O)c1ccc(OCC(=O)OCC(=O)NCC2CCCO2)cc1 (stereo unspecified)
  -12	5	25	3	-4	3	-0.4	3	-10
64) CCCCCc1nc2ccccc2c(=O)n1N
  -3	-2	-10	0	-9	-43	1.2	-6	15
65) CCN1C(=O)/C(=C2/Sc3ccccc3N2CCCS(=O)(=O)O)SC1=S
  10&16	3&2	20&-23	-4&0	2&-3	14&4	0.1&0.9	-6&-2	13&14

The list is partial (hit frequency here may not be typical).
